Screening results deposited in PubChem by several laboratories.
L929 necroptosis = L929 zVAD cell death inhibition | L929 zVAD necroptosis rescue, ATP luminescence, 24 h; with zVAD 60 µM | viability rescue, % at 10 µM | 0.38% of 220,000 active;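 active = activation, scaled between plate controls, above about 75%, limit read from the data; inactive = activation under that limit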;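 note: 0% = zVAD with DMSO and 100% = DMSO alone without zVAD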
EBV gp42 inh = blocks Epstein-Barr virus glycoprotein 42 binding | AID 1085 | Fluorescence polarization binding assay, mP read-out | 0.42% of 220,000 active | inhibition, % (tested at 21.74 µM); in the data active = inhibition above about 50%
eIF4E 4G PPI = blocks eIF4E binding to eIF4G; AID 782; 0.37% of 220,000 active; TR-FRET eIF4E-eIF4GI(517-606) binding, 2 h; inhibition, % at 21.7 µM;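 active = inhibition above about 30%, limit read from the data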;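 note: 0% = full FRET control wells and 100% = background wells lacking eIF4GI fragment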
PERK inhibitor = inhibitors of human PERK kinase; Q9NZJ5; CHO PERK-DD fusion, SEAP luminescence translation reporter; inhibition, % at 5.6 µM; 0.17% of 220,000 active;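 active = inhibition above the mean inhibition of all tested compounds plus 3 SD, set separately per screening campaign, cut at about 2.9% in these data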;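 note: PERK kinase domain activated by AP20187 dimerizer at 100 nM; 0% = DMSO with dimerizer and 100% = rapamycin at 8.4 µM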
TNF death inh = TNF-alpha cell death inhibition in Jurkat FADD-/- cells; Jurkat FADD-/- TNF necroptosis rescue, ATP luminescence, 24 h; 0 = TNF only, 100 = no-TNF cells; 0.068% of 220,000 active; AID 463075; activation (protection from cell death), % at 10 µM;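 active = activation, meaning protection from cell death, of at least 50% relative to plate controls; inactive = activation below 50%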;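 note: necroptosis triggered by 40 ng/mL TNF-alpha added together with compound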
Rad51 HR inh = blocks human Rad51 in homologous recombination. Q06609. hRad51 DNA strand exchange, fluorescence dequenching. inhibition, % at 10 µM. 0.085% of 200,000 active;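 active = inhibition above 40% at the single screening dose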;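 note: 0% = DMSO control wells and 100% = blanks with heterologous ssDNA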
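Test system – preformed human Rad51 ssDNA filaments · Reagent – Donor/quencher-labelled 47-bp dsDNA substrate · Incubation – 37 °C 15-min filament assembly, 30-min compound preincubation, 15-min exchange · Signal – FRET fluorescence dequenching, excitation 485 nm, emission 520 nm · Read-out – percent inhibition from fluorescence, normalised to plate control and blank means · Benchmarks – plate control and blank wells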
KCC2 mod = modulators of human KCC2 chloride dependent transport; Q9H2X9; KCC2 cells, thallium flux FluoZin-2 fluorescence; B-score of Tl+ flux slope (higher = more flux/activation; lower = inhibition) at 10 µM; 2.2% of 190,000 active; AID 1456;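 active = thallium flux slope and its plate-corrected score both differing from the plate sample mean at a set confidence after two filtering rounds, in either direction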;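 note: slope of fluorescence scaled to starting intensity during 10 to 20 s after thallium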
Target sequence (Q9H2X9 whole entry, looked up): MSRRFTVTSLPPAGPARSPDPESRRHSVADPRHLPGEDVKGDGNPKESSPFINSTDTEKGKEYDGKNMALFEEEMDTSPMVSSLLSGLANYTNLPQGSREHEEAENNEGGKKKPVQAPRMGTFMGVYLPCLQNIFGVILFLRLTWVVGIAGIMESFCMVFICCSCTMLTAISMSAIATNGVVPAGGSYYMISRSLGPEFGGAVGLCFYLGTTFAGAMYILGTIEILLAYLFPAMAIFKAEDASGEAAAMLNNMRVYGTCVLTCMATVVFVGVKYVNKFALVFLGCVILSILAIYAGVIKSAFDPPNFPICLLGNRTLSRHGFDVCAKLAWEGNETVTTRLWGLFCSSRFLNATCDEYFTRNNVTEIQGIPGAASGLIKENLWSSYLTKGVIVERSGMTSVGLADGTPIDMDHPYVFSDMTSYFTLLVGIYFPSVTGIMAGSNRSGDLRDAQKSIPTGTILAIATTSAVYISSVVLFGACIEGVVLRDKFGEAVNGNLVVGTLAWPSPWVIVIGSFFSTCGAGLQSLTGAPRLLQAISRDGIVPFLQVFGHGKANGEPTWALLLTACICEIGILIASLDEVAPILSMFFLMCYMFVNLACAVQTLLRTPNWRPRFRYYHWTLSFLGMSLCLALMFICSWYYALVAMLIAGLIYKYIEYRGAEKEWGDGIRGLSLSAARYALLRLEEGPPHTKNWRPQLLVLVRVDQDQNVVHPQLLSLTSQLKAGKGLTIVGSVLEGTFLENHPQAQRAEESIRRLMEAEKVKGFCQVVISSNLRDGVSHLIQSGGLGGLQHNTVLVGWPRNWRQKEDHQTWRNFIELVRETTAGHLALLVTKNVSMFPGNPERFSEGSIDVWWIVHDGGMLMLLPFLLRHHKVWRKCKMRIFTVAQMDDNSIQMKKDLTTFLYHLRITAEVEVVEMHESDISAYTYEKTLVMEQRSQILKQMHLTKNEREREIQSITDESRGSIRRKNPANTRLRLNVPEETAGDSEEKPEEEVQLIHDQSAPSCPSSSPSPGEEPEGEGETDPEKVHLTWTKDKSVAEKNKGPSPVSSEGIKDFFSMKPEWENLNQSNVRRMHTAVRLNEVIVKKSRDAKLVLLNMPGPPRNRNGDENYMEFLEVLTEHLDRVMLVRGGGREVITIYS
m-calpain inh = inhibitors of pig calpain II; inhibition, % at 16 µM; AID 1236; purified calpain II, fluorogenic peptide substrate, 30 min; 0.37% of 220,000 active;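 active = inhibition above about 50%, limit read from the data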
MDM2 E3 inh = inhibitors of human Mdm2 E3 ubiquitin ligase. cell-based MDM2 ubiquitination luciferase reporter, 2 h; 0 = plate control, 100 = twice control, blank-subtracted. signal enhancement, % at 5 µM. 0.11% of 210,000 active;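 active = signal enhancement of 30% or more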;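 note: luminescence tracks abundance of the self-degrading MDM2-luciferase fusion protein; higher signal means inhibition of MDM2 E3 ligase activity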
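Assay system: stable mammalian line carrying autodegrading MDM2–luciferase fusion reporter; Input: 2000 cells in each well; Compound dosing: single-point 5 µM; Schedule: 2 h compound exposure at 37 °C; Signal: SteadyLite luciferase luminescence after 15 min room-temperature reagent incubation; Evaluation: % luminescence enhancement versus blank-corrected plate control mean; Benchmarks: plate controls and plate blanks.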
* hit, by the source's call; i = inactive; . = no result given; [ ] = dose if it differs, or a comment. These rows are one share of the data; rates above refer to the full screens.

Below each SMILES – L929 necroptosis, EBV gp42 inh, eIF4E 4G PPI, PERK inhibitor, TNF death inh, Rad51 HR inh, KCC2 mod, m-calpain inh, MDM2 E3 inh
C[N+]12CCC(CC1)C(C#N)(N1CCOCC1)C2 (configuration not stated)
  -0.5, -29, 10, 2.2, -2.7, 0, 0.26, -3, -6
O=C(c1cccn2c(=O)c3ccccc3nc12)N1CCC2(CC1)OCCO2
  -0.1, -21, 1, 0.3, 0.1, 4, 0.55, i, -10
CCOC(=O)c1ccc(N2C(=O)CC(N3CCC(C#N)(c4ccccc4)CC3)C2=O)cc1 (configuration not stated)
  -0.5, -10, 5, 0.1, -0.8, -3, 0.69, -51, -6
CC(CCc1ccccc1)NC(C)C(O)c1ccc(O)cc1 (configuration not stated)
  -0.7, -16, 9, -0.9, 6.3, -4, 0.21, 1, .
C=CCn1c(O)c(C(C)=Nc2ccc(C(=O)OCC)cc2)c(=O)[nH]c1=O
  1.6, -2, 5, 0.5, -0.6, 1, -1.3, 15, -4
CCNc1ccc(P(=S)(N(C)C)N(C)C)cc1
  -0.6, -6, 3, -1.2, -2.1, -7, 0.51, -1, -2
CN1CCN(CCC(=O)OC2CC3CCC(C2)N3C)CC1 (configuration not stated)
  1.4, -20, 4[fluorescence artefact?], 0.5, 0.2, 3, 1, -4, 0
CN(C)C(=O)Oc1ccc(Cl)c2ccccc12
  0.4, -8, 3[fluorescence artefact?], 0.2, -1.2, -12, ., -11, -12
O=C1NC(=O)N(c2ccc3c(c2)OCO3)C(=O)/C1=C/c1ccc(N2CCCC2)o1
  ., -246, 6[fluorescence artefact?], -0.5, 0.3, ., -4.2, -3, 3
COc1ccccc1N1CCN(Cc2c(F)cccc2Cl)CC1
  -1.0, -6, 3, -0.1, 0.3, -4, ., 24, -16
O=S(=O)(c1ccc(Cl)cc1)N1CC1c1ccccc1 (configuration not stated)
  0.8, -2, -1, 0.3, 2.0, 2, 0.32, -1, -8
CCN1CCN(c2ccc(N)cc2C)CC1
  1.7, -10, 5, -0.2, 0.5, ., 0.38, 23, -8
O=C(O)C1C2c3ccccc3C(c3ccccc32)C1C(=O)Nc1ccccc1 (configuration not stated)
  -0.5, 6, 4, -0.6, 1.2, -10, 1.2, 29, -5
O=C(c1ccc(Cl)cc1)C1CCCN(Cc2cccc3ncccc23)C1 (configuration not stated)
  -0.5, -3, -2, 0.2, -4.5, 21, -0.84, 0, -15
Cc1cccc(-n2c(-c3ccccc3)nc3ccccc3c2=O)n1
  1.2, -12, 3, 0.5, 0.1, 0, 0.63, -19, -4

Exported as labelled records: entries from further up.
CCN1CCN(c2ccc(N)cc2C)CC1
  L929 necroptosis: 1.7	EBV gp42 inh: -10	eIF4E 4G PPI: 5	PERK inhibitor: -0.2	TNF death inh: 0.5	Rad51 HR inh: .	KCC2 mod: 0.38	m-calpain inh: 23	MDM2 E3 inh: -8
O=C(O)C1C2c3ccccc3C(c3ccccc32)C1C(=O)Nc1ccccc1 (configuration not stated)
  L929 necroptosis: -0.5	EBV gp42 inh: 6	eIF4E 4G PPI: 4	PERK inhibitor: -0.6	TNF death inh: 1.2	Rad51 HR inh: -10	KCC2 mod: 1.2	m-calpain inh: 29	MDM2 E3 inh: -5

The listing picks up with the 3 entries that preceded the break.
Below each SMILES – L929 necroptosis, EBV gp42 inh, eIF4E 4G PPI, PERK inhibitor, TNF death inh, Rad51 HR inh, KCC2 mod, m-calpain inh, MDM2 E3 inh
O=C(O)C1C2c3ccccc3C(c3ccccc32)C1C(=O)Nc1ccccc1 (configuration not stated)
  -0.5, 6, 4, -0.6, 1.2, -10, 1.2, 29, -5
O=C(c1ccc(Cl)cc1)C1CCCN(Cc2cccc3ncccc23)C1 (configuration not stated)
  -0.5, -3, -2, 0.2, -4.5, 21, -0.84, 0, -15
Cc1cccc(-n2c(-c3ccccc3)nc3ccccc3c2=O)n1
  1.2, -12, 3, 0.5, 0.1, 0, 0.63, -19, -4
C=CCn1c(O)c(C(CC)=NCCN2CCN(C(=S)NC)CC2)c(=O)[nH]c1=O
  0.3, -10, -1, 0.9, 1.3, 21, -0.091, 4, -26
CCOP(=O)(OCC)C(NC(=O)C(Cl)Cl)C(Cl)(Cl)Cl (configuration not stated)
  -0.2, -18, 4, 0.4, 0.1, -7, 0.52, -12, -17
O=c1c2ccccc2nc(-c2ccco2)n1-c1ccc(Br)cn1
  -0.4, -8, 0, 0.1, -5.5, -1, -0.2, 22, 3
O=C(Nc1ccc(F)cc1)c1c(O)c2c(n(Cc3ccccc3)c1=O)CCCC2
  ., -8, 5, 0.4, 1.2, ., -1.2, -6, -9
S=C(c1ccc(Cl)cc1)N1CCOCC1
  1.2, -17, 20, 0.7, 0.2, -1, ., -9, -9
CCC1CN(C)CCC1(OC(C)=O)c1ccccc1 (configuration not stated)
  0.8, -10, 6, 1.0, -0.8, -2, 0.21, -14, -3
O=C(COC(=O)Cc1ccccc1)Nc1ccc(F)cc1
  0.5, -7, -3, -1.1, 0.5, -7, -0.78, 24, 1
CC(=NCCO)c1c(O)n(C2CCCCC2)c(=O)[nH]c1=O
  0.7, -14, -3, 1.9, -1.5, 1, 0.33, -13, -15
CCCCC/C(=N\O)c1c[nH]c2ccccc12
  0.1, 0, 8, 1.2, -1.3, 8, 0.33, 23, -15
CC1C(c2cccs2)=[N+]([O-])C(C)(C(=O)c2ccc(F)cc2)N1O (configuration not stated)
  -0.3, ., ., 1.3, -1.6, 0, ., ., .
CC(=O)N1CCC2(CC1)CC(=O)c1cc(OCC(=O)N3CCC4(CC3)OCCO4)ccc1O2
  2.0, 0, 1, -0.2, -0.2, 5, 1.2, i, -4
Cn1c(O)c(/C=C2\N=c3ccccc3=C2CCNC(=S)NC2CC2)c(=O)n(C)c1=O
  -1.0, -21, -3, 0.3, -24, ., 0.56, -10, 7
Cc1nc2cc(C(=O)N3CCC4(CC3)OCCO4)ccc2n1-c1ccc(Br)cc1
  0.7, 10, 0[fluorescence artefact?], -0.4, -1.1, -2, ., 19, -1
O=C(Nc1nc(-c2ccccc2)c(-c2ccccc2)s1)c1ccc(S(=O)(=O)N(CCCl)CCCl)cc1
  2.2, -8, -1, 0.3, 4.4, -6, 1.3, -134, 14
Cc1ccc(N2C(=O)NC(=O)/C(=C\c3cccn3C(C)(C)C)C2=O)cc1
  -0.3, -5, 6, 1.7, -1.8, -69, -0.72, 21, 2
CC1=NCCc2c1[nH]c1ccccc21
  -0.4, -9, 0, 0.6, 1.4, -10, 0.71, -129, -9
O=C(COc1ccc2ccccc2c1)N1CCN(Cc2ccncc2)CC1
  -0.5, -9, -7[fluorescence artefact?], -0.9, -1.6, -4, -0.27, -35, 4
Cc1cc(N)n(C2CCN(C)CC2)n1
  -0.2, -15, -4, 2.6, -2.9, -1, -0.005, -19, -7
Clc1ccc(N2CCN(Cc3ccccc3Cl)CC2)cc1
  2.2, -12, -4, 0.3, 0.7, 1, 0.9, 41, 6
CCCCN=Cc1c(O)n(-c2c(C)cc(C)cc2C)c(=O)[nH]c1=O
  0.1, -47, 2, -0.6, -3.9, -14, ., -16, 1
CCCCCCN=C(C)c1c(O)n(Cc2ccccc2)c(=O)[nH]c1=O
  -0.1, 1, 2, -1.8, -0.7, 5, ., 7, -11
Cc1cccc(OP(N)(=O)Oc2cccc(C)c2)c1
  -0.8, 2, -2, 1.4, 6.4, 5, 0.017, -21, -5
O=C(c1ccc(C(F)(F)F)cc1)C1CCCN(Cc2ccc(CO)o2)C1 (configuration not stated)
  0.2, -16, 1, 0.4, 0.7, 17, ., -12, -5
O=C(NCC(c1cccnc1)N1CCOCC1)Oc1ccccc1 (configuration not stated)
  0.1, -25, 5[fluorescence artefact?], -0.2, -0.5, -1, 0.061, -2, 2
Cn1c(O)c(/C=N/N2CCOCC2)c(=O)n(-c2ccccc2)c1=S
  0.6, -4, -2, 0.8, -7.5, 5, 0.97, -4, -9
COc1ccc(N2C(=O)CC(N3CCC(n4c(=O)[nH]c5ccccc54)CC3)C2=O)cc1 (configuration not stated)
  0.2, -8, -4, 0.1, 0.3, -1, ., -26, -12
CCOC(=O)C1=C(N)OC(C)=C(C(=O)OCCOC)C12C(=O)Nc1ccccc12 (configuration not stated)
  -0.5, 8, 0, 1.5, -2.9, -2, 0.19, -31, -7
N#CC(C#N)=C(N)c1cccnc1
  0.4, -9, 1, 0.6, -0.3, 6, 0.44, 2, 0
COc1ccc2nc(NC(=O)CCc3nc(C4=CCN(C)CC4)no3)sc2c1
  67, 3, 3, 0.5, 5.8, -7, -0.18, -11, -14
Cc1cccc(OP(=O)(Nc2ccc(F)cc2)Oc2cccc(C)c2)c1
  0.9, -1, 4, 0.0, 0.6, ., 0.62, 40, .

A few values from above:
S=C(c1ccc(Cl)cc1)N1CCOCC1 | PERK inhibitor = 0.7
CCOP(=O)(OCC)C(NC(=O)C(Cl)Cl)C(Cl)(Cl)Cl (configuration not stated) | EBV gp42 inh = -18
O=C1NC(=O)N(c2ccc3c(c2)OCO3)C(=O)/C1=C/c1ccc(N2CCCC2)o1 | m-calpain inh = -3
O=c1c2ccccc2nc(-c2ccco2)n1-c1ccc(Br)cn1 | MDM2 E3 inh = 3
CCN1CCN(c2ccc(N)cc2C)CC1 | L929 necroptosis = 1.7

(more compounds)
Below each SMILES – L929 necroptosis, EBV gp42 inh, eIF4E 4G PPI, PERK inhibitor, TNF death inh, Rad51 HR inh, KCC2 mod, m-calpain inh, MDM2 E3 inh
CCCn1nc2ccccc2c1P(=O)(N1CCOCC1)N1CCOCC1
  -0.1, -18, -8[fluorescence artefact?], 0.1, -1.1, -5, 0.59, -18, -17
Nc1c(C(=O)NCCc2ccccc2)c2nc3ccccc3nc2n1CCN1CCOCC1
  0.6, -2, 26[fluorescence artefact?], -1.2, -7.2, -3, ., -329, -7
O=C(c1cc2c(s1)CCCCCC2)N1CCC2(CC1)OCCO2
  -0.1, -6, -6, -0.1, -1.0, 2, 0.93, -13, -7
CC(=O)OC1(c2ccccc2)CCN(C)CC1(C)C (configuration not stated)
  3.5, -6, 0, -0.8, 2.5, -19, 0.51, 24, -7
CCOC(=O)C1CCN(C(C)C(=O)c2c(C)[nH]c3cc(C)ccc23)CC1 (configuration not stated)
  -0.3, -23, -2, -1.0, 0.8, 4, -0.46, -23, -10
Cc1nn(Cc2ccccc2)c(C)c1C(=O)NCc1ccccc1F
  -0.2, -10, -2, 0.3, 0.8, 44*, -0.016, -7, -4
Cc1ccc2nc(C)n(-c3ccc(F)cc3)c(=O)c2c1
  -0.8, -3, 2, 0.6, 3.5, 5, 0.025, 23, -19
